From PubChem BioAssay
SENP8 block – blocks human SENP8 cleavage of Nedd8 substrate; recombinant SENP8, Nedd8 substrate fluorescence; inhibition, % at 20 µM; 0.64% of 360,000 active; in the data active means inhibition mostly above about 40%, no sharp cut-off; inactive means mostly below about 27%
SENP6 block – blocks the human protease SENP6 | Q9GZR1 | Recombinant SENP6 catalytic domain, aminoluciferin luminescence | inhibition, % at 10 µM | 1.8% of 330,000 active | AID 2599;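 active means inhibition above about 50% at the single tested dose, limit read from the data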;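 further: plate controls were DMSO wells with enzyme for no effect and DMSO wells lacking enzyme for full effect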
Target sequence (Q9GZR1 628-1112 limits assumed): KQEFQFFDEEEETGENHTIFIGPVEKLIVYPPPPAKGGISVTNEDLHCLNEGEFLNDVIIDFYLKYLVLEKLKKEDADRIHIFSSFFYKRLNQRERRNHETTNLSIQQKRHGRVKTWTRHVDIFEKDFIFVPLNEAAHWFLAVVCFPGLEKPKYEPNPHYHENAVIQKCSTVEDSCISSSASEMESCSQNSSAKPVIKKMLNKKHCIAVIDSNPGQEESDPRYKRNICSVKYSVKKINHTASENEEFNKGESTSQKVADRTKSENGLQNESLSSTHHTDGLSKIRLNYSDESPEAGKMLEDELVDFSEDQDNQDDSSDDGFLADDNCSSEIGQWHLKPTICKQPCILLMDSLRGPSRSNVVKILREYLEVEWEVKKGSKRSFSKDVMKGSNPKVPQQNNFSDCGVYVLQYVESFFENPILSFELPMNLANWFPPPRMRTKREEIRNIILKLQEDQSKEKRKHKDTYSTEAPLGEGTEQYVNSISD
GRIN3A LBD mod – NR3A (human) ligand-binding domain modulation; NR3A LBD differential scanning fluorimetry, Tm shift; 0% = protein alone, 100% = glycine-bound protein; Tm shift relative to glycine control, % at 25 µM; 2.5% of 340,000 active; AID 1259313;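 active means melting temperature shift of at least 10% of the positive control shift, at one fixed dose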
MPTP inh – inhibitors of mitochondrial permeability transition pore; isolated mouse mitochondria, Ca2+ swelling absorbance, 30 min; inhibition, % at 10 µM; AID 602449; 1.4% of 360,000 active;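 active means inhibition of 50% or more, scaled per plate between neutral and stimulator controls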;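 further: 0% = DMSO wells given calcium and 100% = 1 mM EGTA wells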
SENP7 inh – SENP7 protease inhibition | recombinant SENP7, Z-RLRGG-aminoluciferin luminescence, 40 min | inhibition, % at 5 µM | 1.5% of 330,000 active | AID 434973;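 active means inhibition above about 50% at the single test dose, limit read from the data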;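 further: plate controls were DMSO with enzyme for no effect and no enzyme buffer wells for full effect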
PfGluPho inh – PfG6PD (Plasmodium falciparum) enzyme inhibition. 0.78% of 350,000 active. PfGluPho enzyme, NADPH resazurin-diaphorase fluorescence. AID 504690. inhibition, % at 20 µM;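 active means inhibition reaching at least a set limit at 20 µM in the primary screen, cut at about 59% in these data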;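 further: 0% = DMSO wells with substrate and 100% = DMSO wells lacking glucose-6-phosphate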
ATG4B inhibitor – blocks human ATG4B protease cleavage of LC3 substrate; inhibition, % at 8.33 µM; ATG4B cleavage of LC3-PLA2, NBD-HPC fluorescence, 1 h; 0.51% of 340,000 active; Q9Y4P1; in the data active means inhibition above about 40%
Target sequence (Q9Y4P1 whole entry, looked up): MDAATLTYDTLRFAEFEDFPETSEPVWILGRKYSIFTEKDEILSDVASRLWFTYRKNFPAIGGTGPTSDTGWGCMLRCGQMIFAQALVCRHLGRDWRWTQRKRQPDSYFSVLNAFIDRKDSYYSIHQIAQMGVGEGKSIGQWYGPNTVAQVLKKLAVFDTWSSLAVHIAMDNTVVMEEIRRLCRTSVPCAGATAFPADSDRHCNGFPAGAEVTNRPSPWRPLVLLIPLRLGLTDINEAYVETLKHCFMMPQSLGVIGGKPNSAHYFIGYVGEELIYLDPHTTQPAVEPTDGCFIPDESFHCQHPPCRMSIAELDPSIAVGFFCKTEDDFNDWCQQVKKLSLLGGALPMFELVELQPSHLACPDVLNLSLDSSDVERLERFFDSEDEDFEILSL
HKDC1 inh – inhibitors of human hexokinase HKDC1; recombinant HKDC1, G6PDH/diaphorase resazurin coupled fluorescence; inhibition, % at 20 µM; 0.16% of 340,000 active;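 active means inhibition above about 35% when tested at 20 µM, limit read from the data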;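 further: plate controls were DMSO wells with enzyme for no effect and DMSO wells lacking enzyme for full effect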
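Material: recombinant HKDC1 hexokinase; Amount: HKDC1 at 5 µg/mL; Medium: Tris pH 8.0 buffer with MgCl2, Tween-20, BSA, BME; Schedule: 90 min reaction incubation at room temperature, dark; Technique: coupled resazurin fluorescence, excitation 525 nm, emission 613 nm.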
The depositor's hits bear a star.

What do the screens show for `O=C(O)/C=C/c1cn(Cc2ccccc2)nc1-c1ccccc1`?
SENP8 block: 15; SENP6 block: -4; GRIN3A LBD mod: -1; MPTP inh: -1.4; SENP7 inh: 0; PfGluPho inh: -17; ATG4B inhibitor: -2; HKDC1 inh: 1

How did O=c1c2ccccc2nc(SCc2cccc(F)c2)n1C1CCCC1 do in these assays?
SENP8 block: 13; SENP6 block: 0; GRIN3A LBD mod: 0; MPTP inh: 5.4; SENP7 inh: -3; PfGluPho inh: 4; ATG4B inhibitor: 0; HKDC1 inh: 15

How did CC(C)(C)n1nnnc1C(c1cccs1)N(Cc1cccnc1)Cc1ccccc1Cl (stereo unspecified) do in these assays?
SENP8 block: 7; SENP6 block: -7; GRIN3A LBD mod: -8; MPTP inh: 0.6; SENP7 inh: 7; PfGluPho inh: 1; ATG4B inhibitor: 5; HKDC1 inh: 5

How did Cc1cc(NC(=O)c2ccoc2C)ccc1Br do in these assays?
SENP8 block: 4; SENP6 block: 100*; GRIN3A LBD mod: 5; MPTP inh: 1.3; SENP7 inh: 97*; PfGluPho inh: 26; ATG4B inhibitor: -16; HKDC1 inh: 0

What do the screens show for `CCOC(=O)Cc1csc(NC(=O)CC)n1`?
SENP8 block: 4; SENP6 block: 0; GRIN3A LBD mod: -2; MPTP inh: -1.4; SENP7 inh: 6; PfGluPho inh: -10; ATG4B inhibitor: 0; HKDC1 inh: -5

Results for O=C(CS(=O)(=O)Cc1ccccc1)Nc1nc2c(s1)CCCC2 ?
SENP8 block: -35; SENP6 block: 15; GRIN3A LBD mod: 3; MPTP inh: 2.4; SENP7 inh: 11; PfGluPho inh: -11; ATG4B inhibitor: -3; HKDC1 inh: -1

Results for c1ccc(Cc2noc(CN3CCCN(C4Cc5ccccc5C4)CC3)n2)cc1 ?
SENP8 block: 0; SENP6 block: 2; GRIN3A LBD mod: -1; MPTP inh: -0.7; SENP7 inh: 2; PfGluPho inh: 16; ATG4B inhibitor: 2; HKDC1 inh: 1

How did COc1ccccc1N1CCN(C(=O)CSc2nnc(NC(=O)C3CC3)s2)CC1 do in these assays?
SENP8 block: 23; SENP6 block: -8; GRIN3A LBD mod: -3; MPTP inh: 1.8; SENP7 inh: -8; PfGluPho inh: -2; ATG4B inhibitor: -6; HKDC1 inh: 0

How did O=C(NC1CCCCCCC1)c1c(O)c2ccccc2[nH]c1=O do in these assays?
SENP8 block: -11; SENP6 block: -23; GRIN3A LBD mod: 0; MPTP inh: 2.1; SENP7 inh: 5; PfGluPho inh: -13; ATG4B inhibitor: 0; HKDC1 inh: -1

What do the screens show for `O=C1NN(c2ccccc2)C(=O)C2C1C1C=CC2C12CC2` (stereo unspecified)?
SENP8 block: 8; SENP6 block: -23; GRIN3A LBD mod: -1; MPTP inh: 0.1; SENP7 inh: 4; PfGluPho inh: 4; ATG4B inhibitor: -3; HKDC1 inh: 1

How did CCOC(=O)c1c(C)nc2sc3c(=O)n(-c4ccc(OC)cc4)cnc3c2c1-c1ccc(OC)cc1 do in these assays?
SENP8 block: -83; SENP6 block: -8; GRIN3A LBD mod: 2; MPTP inh: -0.9; SENP7 inh: 2; PfGluPho inh: -26; ATG4B inhibitor: -7; HKDC1 inh: -7

What do the screens show for `CCn1c(-c2ccco2)n[nH]c1=S`?
SENP8 block: -50; SENP6 block: 2; GRIN3A LBD mod: 2; MPTP inh: 0.0; SENP7 inh: 2; PfGluPho inh: 20; ATG4B inhibitor: -6; HKDC1 inh: -5

Results for C=CCSc1nnc(C)n1-c1ccc(Cl)cc1 ?
SENP8 block: 19; SENP6 block: -2; MPTP inh: -1.0; SENP7 inh: -3; PfGluPho inh: -8; ATG4B inhibitor: -3; HKDC1 inh: -4

Results for COc1ccc(Cl)cc1N(C(C)C(=O)O)S(C)(=O)=O (stereo unspecified) ?
SENP8 block: 4; SENP6 block: -3; GRIN3A LBD mod: -2; MPTP inh: 0.7; SENP7 inh: 4; PfGluPho inh: 10; ATG4B inhibitor: -3; HKDC1 inh: -8

Results for Cc1cc(C)nc(N/N=C/C(Cl)=C/c2ccccc2)n1 ?
SENP8 block: 5; SENP6 block: -9; GRIN3A LBD mod: 2; MPTP inh: 0.7; SENP7 inh: -11; PfGluPho inh: 22; ATG4B inhibitor: -3; HKDC1 inh: -7

What do the screens show for `COC(=O)c1[nH]c2ccc(C)cc2c1NC(=O)Nc1ccccc1OC`?
SENP8 block: -498; SENP6 block: 8; GRIN3A LBD mod: -26; MPTP inh: 0.2; SENP7 inh: 3; PfGluPho inh: 8; ATG4B inhibitor: -8; HKDC1 inh: -5

What do the screens show for `CCN1C(=O)[C@H]2[C@@H](c3ccc(-c4ccc(C(C)=O)cc4)cc3)N[C@@](Cc3ccccc3)(C(=O)OC)[C@H]2C1=O`?
SENP8 block: 7; SENP6 block: -14; GRIN3A LBD mod: -3; MPTP inh: 0.5; SENP7 inh: -12; PfGluPho inh: 0; ATG4B inhibitor: 0; HKDC1 inh: 4

How did COCCNS(=O)(=O)c1ccc(C)c(C)c1C do in these assays?
SENP8 block: 6; SENP6 block: -8; GRIN3A LBD mod: -3; MPTP inh: -1.1; SENP7 inh: -9; PfGluPho inh: 4; ATG4B inhibitor: 4; HKDC1 inh: -12

What do the screens show for `CN(C)c1ccc2c(c1)Sc1cc(N(C)C)ccc1N2C(=O)c1ccccc1`?
SENP8 block: 25; SENP6 block: 15; GRIN3A LBD mod: -3; MPTP inh: 0.6; SENP7 inh: 11; PfGluPho inh: 38; ATG4B inhibitor: 12; HKDC1 inh: 8

What do the screens show for `COc1cc(C)nc(N2CCC(C(=O)NC3CCCCC3)CC2)n1`?
SENP8 block: 12; SENP6 block: 7; GRIN3A LBD mod: -1; MPTP inh: -1.2; SENP7 inh: 4; PfGluPho inh: -27; ATG4B inhibitor: 3; HKDC1 inh: 10

What do the screens show for `COc1ccc(C(=O)N/N=C/c2ccc(SC)cc2)cc1`?
SENP8 block: -145; SENP6 block: -4; GRIN3A LBD mod: 10*; MPTP inh: -0.6; SENP7 inh: -10; PfGluPho inh: 1; ATG4B inhibitor: 0; HKDC1 inh: 2

Results for Cn1nc(C(=O)NCCOc2ccccc2)c2ccccc2c1=O ?
SENP8 block: 11; SENP6 block: 5; GRIN3A LBD mod: -2; MPTP inh: 1.6; SENP7 inh: 4; PfGluPho inh: -4; ATG4B inhibitor: 1; HKDC1 inh: -4

How did Cc1cccc(-c2onc3ccc(C(=O)/C=C/N(C)C)cc23)c1 do in these assays?
SENP8 block: -9; SENP6 block: 3; GRIN3A LBD mod: -1; MPTP inh: 1.8; SENP7 inh: -5; PfGluPho inh: -9; ATG4B inhibitor: 1; HKDC1 inh: 4

Results for CCOC(=O)C1CCCN(C2CC(=O)N(c3ccc(C)c(C)c3)C2=O)C1 (stereo unspecified) ?
SENP8 block: 6; SENP6 block: 2; GRIN3A LBD mod: 0; MPTP inh: 1.2; SENP7 inh: 5; PfGluPho inh: -3; ATG4B inhibitor: -11; HKDC1 inh: -7

What do the screens show for `CCC(=O)Nc1c(C(=O)N2CCN(c3ccccn3)CC2)cnn1-c1ccc(C)cc1`?
SENP8 block: -16; SENP6 block: -18; GRIN3A LBD mod: -5; MPTP inh: 0.4; SENP7 inh: 1; PfGluPho inh: 6; ATG4B inhibitor: 4; HKDC1 inh: -10

How did CCOC(=O)c1c(SCC(=O)Nc2nccs2)nc(C)c(C)c1C do in these assays?
SENP8 block: -16; SENP6 block: 10; GRIN3A LBD mod: 4; MPTP inh: -1.1; SENP7 inh: 6; PfGluPho inh: 5; ATG4B inhibitor: 8; HKDC1 inh: -4

How did CC1(C)CCCN(Cc2c(O)ccc3c(=O)c(-c4nc5ccccc5s4)c(N)oc23)C1 do in these assays?
SENP8 block: -453; SENP6 block: 0; GRIN3A LBD mod: 4; MPTP inh: 8.5; SENP7 inh: 4; PfGluPho inh: -23; ATG4B inhibitor: 0; HKDC1 inh: 3

Results for CCCC(C(=O)NCc1ccccc1)N(C(=O)Cn1nnc(-c2cccs2)n1)c1ccc2c(c1)OCCO2 (stereo unspecified) ?
SENP8 block: 13; SENP6 block: 2; GRIN3A LBD mod: 5; MPTP inh: -0.5; SENP7 inh: 2; PfGluPho inh: 5; ATG4B inhibitor: -4; HKDC1 inh: 1

What do the screens show for `CCOC(=O)c1c(C)n(C)c2ccc(O)c(S(=O)(=O)c3ccccc3)c12`?
SENP8 block: -224; SENP6 block: 11; GRIN3A LBD mod: -1; MPTP inh: -1.1; SENP7 inh: 6; PfGluPho inh: -2; ATG4B inhibitor: 5; HKDC1 inh: -5

How did Cc1ccc(CNC(=O)COC(=O)Cc2ccc(-c3ccccc3)cc2)cc1 do in these assays?
SENP8 block: 8; SENP6 block: -6; GRIN3A LBD mod: -6; MPTP inh: 0.7; SENP7 inh: -5; PfGluPho inh: 2; ATG4B inhibitor: 6; HKDC1 inh: -8

What do the screens show for `COC(=O)c1ccc(C(=O)OC)c(NC(=S)N2CCN(c3cc(Cl)ccc3C)CC2)c1`?
SENP8 block: -279; SENP6 block: 11; GRIN3A LBD mod: 10; MPTP inh: 3.0; SENP7 inh: 2; PfGluPho inh: -11; ATG4B inhibitor: 2; HKDC1 inh: -1

Results for O=C(/C=C/c1ccc(S(=O)(=O)N2CCOCC2)cc1)NC(=S)Nc1ccc(Cl)cc1Cl ?
SENP8 block: 12; SENP6 block: -1; GRIN3A LBD mod: 9; MPTP inh: 4.1; SENP7 inh: -1; PfGluPho inh: -6; ATG4B inhibitor: 5; HKDC1 inh: 4

How did COc1ccccc1OCCn1cc(/C=C(\C#N)C(=O)NCc2ccco2)c2ccccc21 do in these assays?
SENP8 block: -98; SENP6 block: 12; GRIN3A LBD mod: 0; MPTP inh: 1.8; SENP7 inh: 7; PfGluPho inh: -2; ATG4B inhibitor: -10; HKDC1 inh: -4

Results for Cc1cc(NC(=O)CCCC(=O)N(CC(=O)NCCc2ccccc2)Cc2ccc(F)cc2)no1 ?
SENP8 block: 4; SENP6 block: -4; GRIN3A LBD mod: -1; MPTP inh: -1.2; SENP7 inh: -4; PfGluPho inh: -6; ATG4B inhibitor: -16; HKDC1 inh: -10

Structures listed so far with an aryl thioether with sulfur outside any ring:
How did O=c1c2ccccc2nc(SCc2cccc(F)c2)n1C1CCCC1 do in these assays?
SENP8 block: 13; SENP6 block: 0; GRIN3A LBD mod: 0; MPTP inh: 5.4; SENP7 inh: -3; PfGluPho inh: 4; ATG4B inhibitor: 0; HKDC1 inh: 15

How did COc1ccccc1N1CCN(C(=O)CSc2nnc(NC(=O)C3CC3)s2)CC1 do in these assays?
SENP8 block: 23; SENP6 block: -8; GRIN3A LBD mod: -3; MPTP inh: 1.8; SENP7 inh: -8; PfGluPho inh: -2; ATG4B inhibitor: -6; HKDC1 inh: 0

Results for C=CCSc1nnc(C)n1-c1ccc(Cl)cc1 ?
SENP8 block: 19; SENP6 block: -2; MPTP inh: -1.0; SENP7 inh: -3; PfGluPho inh: -8; ATG4B inhibitor: -3; HKDC1 inh: -4

What do the screens show for `COc1ccc(C(=O)N/N=C/c2ccc(SC)cc2)cc1`?
SENP8 block: -145; SENP6 block: -4; GRIN3A LBD mod: 10*; MPTP inh: -0.6; SENP7 inh: -10; PfGluPho inh: 1; ATG4B inhibitor: 0; HKDC1 inh: 2

How did CCOC(=O)c1c(SCC(=O)Nc2nccs2)nc(C)c(C)c1C do in these assays?
SENP8 block: -16; SENP6 block: 10; GRIN3A LBD mod: 4; MPTP inh: -1.1; SENP7 inh: 6; PfGluPho inh: 5; ATG4B inhibitor: 8; HKDC1 inh: -4
